Screening data from PubChem BioAssay.
FBW7 activator: FBW7 E3 ligase activators, primary screen, biochemical, AlphaScreen, human | F-box/WD repeat-containing protein 7 (Homo sapiens), Q969H0 | AlphaScreen FBW7–phospho-cyclin E peptide binding, activator screen | normalized activity (activation), % at 26.1 µM | 650,000 tested, 0.13% active | AID 1259310, 2017; in the data active means normalized activity above about 1.9%;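 further: purified mutant Fbw7 with reduced substrate affinity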
GPR151 activ: activators of human GPR151, primary screen, cell-based, PathHunter beta-arrestin, luminescence | G-protein coupled receptor 151 (Homo sapiens), Q8TDV0 | PathHunter beta-arrestin GPR151 cells | activation, % at 11.2 µM | 650,000 tested, 1% active; in the data active means activation above about 4.9%;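 further: 0% = median of compound wells and 100% = cells with positive control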
Target sequence (Q8TDV0 whole entry, looked up): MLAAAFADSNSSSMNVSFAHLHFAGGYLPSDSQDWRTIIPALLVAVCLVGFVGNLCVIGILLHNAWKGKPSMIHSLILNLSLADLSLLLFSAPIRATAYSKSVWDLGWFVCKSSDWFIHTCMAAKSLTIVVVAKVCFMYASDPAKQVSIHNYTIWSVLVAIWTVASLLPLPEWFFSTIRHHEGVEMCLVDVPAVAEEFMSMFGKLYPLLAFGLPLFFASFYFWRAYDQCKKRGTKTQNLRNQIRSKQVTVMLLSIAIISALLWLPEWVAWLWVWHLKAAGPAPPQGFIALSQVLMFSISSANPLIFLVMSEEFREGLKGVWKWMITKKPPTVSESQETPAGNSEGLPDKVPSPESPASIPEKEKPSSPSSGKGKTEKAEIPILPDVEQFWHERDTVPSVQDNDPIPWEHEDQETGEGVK
TEAD-YAP inh: TEAD-YAP interaction inhibition, primary screen, TEAD-YAP interaction inhibitor project, luminescence, HEK-TIYL cells. 640,000 tested, 1.4% active. TEAD-Gal4/YAP UAS-luciferase luminescence. inhibition, % at 9.12 µM. AID 1259422, 2018; in the data active means inhibition above about 32%;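 further: 0% = median of test compound wells and 100% = reference inhibitor wells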
MITF primary: MITF inhibitors, primary screen, biochemical, AlphaScreen, human | Microphthalmia-associated transcription factor (Homo sapiens), O75030 | AlphaScreen MITF homodimerization, bead proximity signal | inhibition, % at 2.6 µM | 650,000 tested, 0.91% active; in the data active means inhibition above about 50%;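 further: 0% = vehicle wells with protein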
Target sequence (O75030 whole entry, looked up): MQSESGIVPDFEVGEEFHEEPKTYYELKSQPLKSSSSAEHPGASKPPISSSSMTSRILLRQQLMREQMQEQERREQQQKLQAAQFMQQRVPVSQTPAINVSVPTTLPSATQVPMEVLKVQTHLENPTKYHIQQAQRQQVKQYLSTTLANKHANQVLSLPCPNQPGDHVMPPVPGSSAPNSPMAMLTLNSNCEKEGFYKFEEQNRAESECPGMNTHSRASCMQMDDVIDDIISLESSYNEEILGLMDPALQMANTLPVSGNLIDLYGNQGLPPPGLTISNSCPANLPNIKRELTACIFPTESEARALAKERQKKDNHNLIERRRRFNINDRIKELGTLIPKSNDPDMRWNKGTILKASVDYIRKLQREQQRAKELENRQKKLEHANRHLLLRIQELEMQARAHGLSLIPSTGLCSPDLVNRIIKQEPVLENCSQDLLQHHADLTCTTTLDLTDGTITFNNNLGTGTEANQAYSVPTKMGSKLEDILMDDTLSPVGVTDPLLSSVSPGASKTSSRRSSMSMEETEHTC
* = called active by the depositor; & = joins results of further samples. This is a random part of the collection. About 3.4% of those tested had a hit in this group.

SMILES | FBW7 activator | GPR151 activ | TEAD-YAP inh | MITF primary
CCOc1ccc(S(=O)(=O)n2cc(C)nc2CC)c2ccccc12 | -0.1 | -1.1 | 3 | -2
O=C(Nc1ccc(N2CCOCC2)cc1)C1CC(=O)N(Cc2ccccc2)C1 (stereo unspecified) | -0.1 | 7.6* | 9 | 1
Cc1noc(C)c1COC(=O)c1ccc(NCc2ccccc2)c([N+](=O)[O-])c1 | -0.1 | -2.3 | 2 | -4
O=C1CC(c2cc([N+](=O)[O-])ccc2Cl)c2cc(Br)c3ccccc3c2N1 (stereo unspecified) | -0.3 | 3.0 | -3 | -8
CCC(=O)Oc1ccc(/C=C(\C#N)c2nc3ccccc3[nH]2)cc1OC | -0.1 | -3.2 | -12 | 3
O=C(COc1ccc(Br)cc1Br)Nc1ccc2c(c1)OCCO2 | 0.1 | 0.2 | -47 | -4
C=CCc1cc(Cl)ccc1OCCCCn1ccnc1 | -0.1 | -0.8 | 1 | 68*
CCCc1ccc(C(=O)Oc2ccc(-c3ccccc3)cc2)cc1 | 0.3 | 0.9 | 0 | -2
Cc1ccc(OC(=O)C23CC4CC(CC(C4)C2)C3)c(C)n1 | 0.1 | 1.4 | 3 | -3
COc1ccc2o/c(=N\c3sc4c(c3C#N)CCCC4)c(C(=O)Nc3cccc(C)c3)cc2c1 | 0.0 | -0.5 | -9 | 3
Cc1cc(Br)ccc1N1C(=O)C2CC=CC(C)C2C1=O (stereo unspecified) | -0.1 | -0.7 | -3 | 18
COc1cc(OC)cc(C(=O)n2cnnc2N)c1 | 0.0 | 3.0 | 4 | -7
O=C(NC1CCCCC1)c1cnn2c(C(F)(F)F)cc(-c3ccc(Br)cc3)nc12 | 0.3 | -1.0 | 7 | 29
O=C(O)c1ccc(NC(=O)c2cc(NC(=O)c3ccc([N+](=O)[O-])cc3)cc(C(=O)Nc3ccc(C(=O)O)cc3)c2)cc1 | -0.1 | -0.2 | -6 | -49
COc1ccc(CN=CC2=C(O)CC(C)(C)CC2=O)cc1 | 0.0&0.1 | 2.0&1.0 | -21&-22 | -1&5
COc1ccc(-n2c(=S)[nH]c3cc(C(=O)NCc4ccc5c(c4)OCO5)ccc3c2=O)cc1OC | 0.0 | 1.0 | 0 | -7
C=CCSc1nc2c(c(=O)n(C)c(=O)n2C)n1CC(=C)C | 0.0 | 0.2 | -11 | 1
CCOC(=O)C1=C(C)N=c2s/c(=C\c3ccc(OCc4ccc(Cl)cc4)c(OC)c3)c(=O)n2C1c1ccccc1 (stereo unspecified) | -0.1 | -0.4 | -3 | -6
COc1ccc(C(=O)Nn2cc(C(=O)O)c3ccccc3c2=O)cc1 | 0.0 | -1.1 | 1 | 9
CCN1CCN(c2nc3ccccc3n3c(C)nnc23)CC1 | 0.1 | 1.9 | 2 | 4

A different layout for 14 compounds above:
Results follow in this order: FBW7 activator | GPR151 activ | TEAD-YAP inh | MITF primary
> C=CCc1cc(Cl)ccc1OCCCCn1ccnc1
  -0.1 | -0.8 | 1 | 68*
> CCCc1ccc(C(=O)Oc2ccc(-c3ccccc3)cc2)cc1
  0.3 | 0.9 | 0 | -2
> Cc1ccc(OC(=O)C23CC4CC(CC(C4)C2)C3)c(C)n1
  0.1 | 1.4 | 3 | -3
> COc1ccc2o/c(=N\c3sc4c(c3C#N)CCCC4)c(C(=O)Nc3cccc(C)c3)cc2c1
  0.0 | -0.5 | -9 | 3
> Cc1cc(Br)ccc1N1C(=O)C2CC=CC(C)C2C1=O (stereo unspecified)
  -0.1 | -0.7 | -3 | 18
> COc1cc(OC)cc(C(=O)n2cnnc2N)c1
  0.0 | 3.0 | 4 | -7
> O=C(NC1CCCCC1)c1cnn2c(C(F)(F)F)cc(-c3ccc(Br)cc3)nc12
  0.3 | -1.0 | 7 | 29
> O=C(O)c1ccc(NC(=O)c2cc(NC(=O)c3ccc([N+](=O)[O-])cc3)cc(C(=O)Nc3ccc(C(=O)O)cc3)c2)cc1
  -0.1 | -0.2 | -6 | -49
> COc1ccc(CN=CC2=C(O)CC(C)(C)CC2=O)cc1
  0.0&0.1 | 2.0&1.0 | -21&-22 | -1&5
> COc1ccc(-n2c(=S)[nH]c3cc(C(=O)NCc4ccc5c(c4)OCO5)ccc3c2=O)cc1OC
  0.0 | 1.0 | 0 | -7
> C=CCSc1nc2c(c(=O)n(C)c(=O)n2C)n1CC(=C)C
  0.0 | 0.2 | -11 | 1
> CCOC(=O)C1=C(C)N=c2s/c(=C\c3ccc(OCc4ccc(Cl)cc4)c(OC)c3)c(=O)n2C1c1ccccc1 (stereo unspecified)
  -0.1 | -0.4 | -3 | -6
> COc1ccc(C(=O)Nn2cc(C(=O)O)c3ccccc3c2=O)cc1
  0.0 | -1.1 | 1 | 9
> CCN1CCN(c2nc3ccccc3n3c(C)nnc23)CC1
  0.1 | 1.9 | 2 | 4

(listing goes on)
SMILES | FBW7 activator | GPR151 activ | TEAD-YAP inh | MITF primary
Cc1nc2cc(O)ccc2s1 | 0.0 | -0.7 | 0 | -3
O=C(Nc1cc(C(F)(F)F)ccc1Cl)C(=O)Nc1cc(C(F)(F)F)ccc1Cl | 0.1 | -1.1 | 2 | 8
Cc1ccc2nc(C(F)(F)F)c(C(=O)NC3CC3)n2c1 | 0.2 | 0.2 | 7 | 5
N#Cc1ccc(Cn2c(-c3nonc3N)nc3ccccc32)cc1 | -0.1 | -1.2 | -2 | -14
O=C1C(=O)N(c2ncccn2)C(c2ccc(F)cc2)/C1=C(\O)c1ccc(F)cc1 (stereo unspecified) | -0.1 | 3.6 | 5 | 8
CC(=O)c1c(C)nnn1-c1nonc1C | 0.5 | 5.1* | 8 | 15
C=CC[C@@H]1CC=C[C@@H](c2ccccc2)N1C(=O)CCC1(Cc2ccco2)CCC(=O)N1 (stereo partly specified) | 0.1 | 0.0 | 5 | 2
O=C(CSc1nc2[nH]ncc2c(=O)n1-c1ccccc1Br)NCCc1ccccc1 | 0.0 | 0.6 | 11 | 0
CCOC(=O)c1ccc2nc(C)cc(Nc3cc(Cl)ccc3OC)c2c1 | 0.3 | -0.2 | -1 | -9
CCCOC(=O)c1ccc2c(c1)C(=O)N(c1ccccc1OC)C2=O | -0.1 | -0.4 | -7 | -8
O=C(Nc1ccc2oc(-c3cccnc3)nc2c1)c1ccc(Br)cc1 | 0.0 | 1.2 | -6 | -4
OCC1CCCN1c1nc(NCCN2CCOCC2)c2ncn(Cc3ccc(C(F)(F)F)cc3)c2n1 (stereo unspecified) | -0.1 | 3.8 | -18 | 5
Cc1cnc(N2CCCC2CO)nc1NCc1ccccc1 (stereo unspecified) | 0.2 | -1.1 | 50* | 2
COc1ccc(Nc2ncnc3ccc(Br)cc23)c(OC)c1 | 0.2 | 0.5 | 0 | 1
NC(=O)CSc1nnc2ccc(-c3ccc(F)cc3)nn12 | -0.1 | 2.1 | 4 | -2
COC(=O)N/N=C\c1c(C)n(Cc2ccccc2)c2ccccc12 | 0.0 | -0.5 | -5 | 14
Cc1ccc(CNC(=O)Cc2ccc(NC3=NC4CS(=O)(=O)CC4S3)cc2)cc1 (stereo unspecified) | 0.2 | 0.5 | 5 | 4
Cc1cccc2cc(C3CC(c4ccccc4)=NN3C(=O)CCC(=O)O)c(Cl)nc12 (stereo unspecified) | 0.2 | 0.1 | -8 | 11
COc1cccc(CNCC(=O)N2CCC3(CC2)OCCO3)c1 | 0.1 | -2.2 | -35 | 34
CC1(C(=O)O)CCC(C(=O)Nc2cccc(F)c2)C1(C)C (stereo unspecified) | 0.2 | 0.2 | 5 | 19
CCOC(=O)CNC(=S)N(CCCN1CCCCC1)Cc1cccs1 | 0.0 | -0.6 | 11 | 6
COc1ccc(NC(C)=O)cc1NS(=O)(=O)C1CC1 | -0.2 | -0.8 | -6 | 9
Cc1cc(C)c(C#N)c(SCC(=O)OCc2ccccc2)n1 | 0.0 | 0.7 | -19 | -9
COc1ccc(Cl)cc1NC(=O)Cn1cnc2sc(C)cc2c1=O | -0.1 | -1.1 | -12 | -2
CC(NC(=O)CCSCCC(=O)NC(C)c1ccccc1)c1ccccc1 (stereo unspecified) | 0.1 | -1.5 | -7 | 6
CCc1ccc(-n2c(=S)sc3c(=O)n(-c4ccc(C)cc4)c(SCC(=O)c4ccccc4)nc32)cc1 | 0.2 | -0.1 | 4 | 10
C=CCN(c1ccc(C(=O)Nc2ccc(CC#N)cc2)cc1)S(C)(=O)=O | 0.0 | -1.7 | -25 | 7
COc1cc(CN2CCN(C/C=C/c3ccccc3)CC2)cc(OC)c1O | -0.1 | -0.5 | 7 | 36
CCOC(=O)c1[nH]c(C)c(C(=O)CC(C)C)c1C | -0.1 | -0.3 | -24 | 14
O=C(N/N=C/c1ccc(O)c(I)c1)c1cccc(F)c1 | 0.2 | -1.8 | -48 | 9

Exported as labelled records: two of the compounds above.
COc1ccc(NC(C)=O)cc1NS(=O)(=O)C1CC1
  FBW7 activator: -0.2 | GPR151 activ: -0.8 | TEAD-YAP inh: -6 | MITF primary: 9

Cc1cc(C)c(C#N)c(SCC(=O)OCc2ccccc2)n1
  FBW7 activator: 0.0 | GPR151 activ: 0.7 | TEAD-YAP inh: -19 | MITF primary: -9

(listing goes on)
SMILES | FBW7 activator | GPR151 activ | TEAD-YAP inh | MITF primary
COCCOC(=O)C1=C(C)NC(=O)NC1c1ccccc1O (stereo unspecified) | 0.3 | 1.1 | -7 | 6
O=[N+]([O-])c1cc(Br)c2c(c1)C1C=CCC1C(c1ccccc1)N2 (stereo unspecified) | -0.2 | 0.9 | -10 | -2
O=C(Cn1cnc(Cl)c1Cl)c1ccc(F)cc1 | 0.0 | 0.8 | 1 | 19
CCCOc1ccc(/C=C2\NC(=S)NC2=O)cc1OCC | -0.1 | -1.7 | 18 | 12
Cc1cc(NCCO)nc(-c2ccc(C(=O)N3CCN(C)CC3)cc2)n1 | -0.1 | -2.2 | -2 | 11
CCOC(=O)c1c(-c2cccs2)csc1NC(=O)CN1C(=O)NC2(CCCC2)C1=O | -0.2 | 0.2 | 4 | 6
O=C(NCC1OCCCN1S(=O)(=O)c1ccccc1)C(=O)NC1CCCC1 (stereo unspecified) | 0.0 | -0.1 | 6 | 8
CC1CCCC(NC(=O)C2N(Cc3ccc(Cl)cc3)C(=O)C3C(C(=O)Nc4ccc(Cl)cc4)C4C=CC32O4)C1C (stereo unspecified) | -0.2 | 0.5 | -3 | 4
O=C(CCc1c[nH]c2ccccc12)NCC1Cc2cc(-c3cncnc3)ccc2O1 (stereo unspecified) | -0.1 | -0.8 | 15 | -5
C=CCn1c(CNC(=O)C2CCCCN2C)nnc1SCCN1CCCC1 (stereo unspecified) | 0.0 | -1.1 | -1 | 13
O=C(Nc1ccnc(-c2cccnc2)n1)c1cc(C(F)(F)F)cc(C(F)(F)F)c1 | 0.0 | -0.5&-0.3 | 10 | 12
Cn1c(-c2cncs2)nc2ccccc21 | 0.4 | -3.4 | -25 | 19
O=C(NCc1ccccn1)c1cc2c(s1)-c1ccccc1S(=O)(=O)C2 | -0.1 | 0.6 | -1 | 0
CCOc1ccc2c(c1)C1(C)CC(C)(C)N2C(=O)N1c1ccc(Cl)c(Cl)c1 (stereo unspecified) | 0.6 | 0.6 | -7 | 18
O=C(c1ccc(F)cc1)C(C(=O)N1CCCCC1)n1ccccc1=O (stereo unspecified) | -0.1 | 0.3 | 6 | -3
CCCC1CCc2c(sc(NC(=O)CC(C)C)c2C(N)=O)C1 (stereo unspecified) | -0.1 | -0.6 | 5 | -6
CC1CCCCC1Nc1n[nH]c(=S)s1 (stereo unspecified) | -0.1 | 1.7 | 0 | 5
COc1cc(Nc2cc(N3CCCC3CO)nc(N)n2)cc(OC)c1OC (stereo unspecified) | 0.3 | 0.3 | -6 | 30
COc1ccc(CNc2nc(C)c(-c3ccn(C)n3)s2)c(OC)c1 | -0.1 | -0.6 | -10 | 2
CCOc1cccc2c1NC(C)(C)c1sn(-c3ccc(Br)cc3)c(=S)c1-2 | 0.3 | 0.4 | 6 | -8
O=C(Cc1ccc(F)cc1)N1CCC2(CC1)OCc1cc(Br)ccc1O2 | 0.1 | -0.7 | 4 | -12
COC(=O)COc1ccc2c(=O)c(Oc3ccc(C(=O)OC)cc3)c(C)oc2c1 | 0.2 | 0.0 | -9 | 13
CN(C)c1ccc(Nc2nc3ccccc3n3nnnc23)cc1 | 0.0 | -1.2 | 19 | 12
CC(=O)Nc1ccc(NC(=O)CCc2c(C)nc3c(c(C)nn3-c3ccccc3)c2C)cc1 | 0.1 | 3.5 | -2 | -25
O=C(CCN1C(=O)/C(=C/c2ccccc2F)SC1=S)Nc1ccc([N+](=O)[O-])cc1O | 0.0 | -0.9 | 6 | 9
O=C(NCCCO)c1cccc([N+](=O)[O-])c1 | 0.2 | 5.1* | -1 | 1
CC(C)c1nc(C(N)=O)c2[nH]c(=O)n(-c3ccc(F)cc3)c2n1 | 0.1 | -0.7 | 9 | 14
C/C(CC(=O)NCc1ccc(Cl)cc1)=N\NC(=O)c1ccc(O)cc1O | -0.3 | -0.8 | 15 | 0
Cc1ccc(Cl)cc1NC(=O)CSCC#N | -0.2 | -0.8 | 3 | -1
COc1ccccc1C(=O)N1CCC(C2(CCC(C)C)NC(=O)NC2=O)CC1 (stereo unspecified) | 0.1 | -0.5 | 7 | 3
CN1CCN(NC(=O)Nc2ccc(F)cc2)CC1 | 0.0 | 0.8 | -4 | -4
CCc1ccccc1-n1c(SCc2ccccc2Cl)nc2[nH]ncc2c1=O | 0.0 | 1.2 | -20 | -11
O=c1/c(=C/c2cc3c(cc2[N+](=O)[O-])OCO3)sc2nc3cc(Br)cnc3n12 | -0.2 | 3.3 | 1 | 15
